High-throughput results deposited in PubChem BioAssay by several laboratories.
MEKK2 WT-MEK5: modulators of MEK5 binding to wildtype MEKK2, primary screen, biochemical, multiplex bead flow cytometry, Alexa488-MEK5 | Mitogen-activated protein kinase kinase kinase 2 (Homo sapiens), Q9Y2U5 | Alexa488-MEK5 binding to MEKK2 WT; actives lie on both sides | binding response (% of control), % at 10 µM | 290,000 compounds, 1.1% hits; in the data active = binding response below about 67% or above about 130%
SUMO HTRF inh: inhibitors of in vitro SUMOylation cascade, primary screen, biochemical, HTRF, uHTS; HTRF SUMOylation assay, SAE1/SAE2 + UBC9; inhibition, % at 35 µM; 290,000 compounds, 0.36% hits; AID 2006, 2009; in the data active = inhibition above about 50%, passing the limit was not always enough; note: strong numbers were not always called active
Target sequence (P63279 whole entry, looked up): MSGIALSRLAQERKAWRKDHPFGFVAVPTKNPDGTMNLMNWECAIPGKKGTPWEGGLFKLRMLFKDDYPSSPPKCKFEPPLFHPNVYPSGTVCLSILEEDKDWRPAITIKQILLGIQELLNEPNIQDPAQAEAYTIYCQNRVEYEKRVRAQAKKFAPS
CRFBP-R2 agonist: agonists of CRF-BP/CRF-R2 complex, primary screen, cell-based, HEK293, calcium dye fluorescence, uHTS. activation, % at 13.2 µM. AID 588473, 2011. CRF-binding protein / CRF receptor 2 complex (human). calcium dye fluorescence (FLIPR); percent of saturating CRF peptide response. 350,000 compounds, 0.46% hits;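 active = activation of at least 50%, plus an integration ratio under a set limit after plate pattern correction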;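 note: plate controls were neutral control wells without compound for no effect and CRF at EC100 for full effect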
CRFBP-R2 block: antagonists of CRF-BP/CRF-R2 complex, primary screen, cell-based, HEK293, calcium dye fluorescence, uHTS; CRF-induced calcium fluorescence; inhibition, % at 11.8 µM; 350,000 compounds, 0.59% hits;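 active = inhibition of the ligand-induced calcium signal above about 50% at the single tested concentration, limit read from the data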
GalR3 antagonist: GalR3 antagonists in HEK293 cells, primary screen, cell-based, fluorescence readout; 360,000 compounds, 0.44% hits; HEK293 GalR3-CNG cAMP membrane potential fluorescence; galR3 body fused to GalR1 C-terminus; inhibition, % at 3 µM; Galanin receptor type 3 (Homo sapiens), O60755;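 active = inhibition above the screen-wide average plus 3 SD, cut at about 13% in these data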;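 note: forskolin and galanin both at EC90 stimulate the cells; cAMP rise reported by CNG channel membrane potential dye signal; 0% = forskolin plus galanin with DMSO and 100% = forskolin alone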
Target sequence (O60755 1-299 limits assumed): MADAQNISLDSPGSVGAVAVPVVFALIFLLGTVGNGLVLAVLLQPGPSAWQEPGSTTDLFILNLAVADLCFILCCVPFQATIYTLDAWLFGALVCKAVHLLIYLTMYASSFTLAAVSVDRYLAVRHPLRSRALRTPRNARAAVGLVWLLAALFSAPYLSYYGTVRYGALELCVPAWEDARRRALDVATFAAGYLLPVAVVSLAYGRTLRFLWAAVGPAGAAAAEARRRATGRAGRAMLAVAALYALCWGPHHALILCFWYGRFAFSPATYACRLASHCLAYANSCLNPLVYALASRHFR
DNA FID counter: compounds displacing fluorescent DNA intercalator, primary screen, artefact control for HCV NS3 helicase inhibitor project, biochemical, FID fluorescence. DNA fluorescent intercalator displacement. inhibition, % at 7.9 µM. 290,000 compounds, 0.17% hits; in the data active = inhibition above about 37%;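 note: 0% = vehicle and 100% = reference compound; higher means more ethidium bromide displaced from hairpin DNA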
MEKK3 PB1 HTS: modulators of MEKK3-MEK5 PB1 binding, primary screen, biochemical, wildtype MEKK3, multiplex bead flow cytometry, Alexa488-MEK5. Mitogen-activated protein kinase kinase kinase 3 (Homo sapiens), Q99759. bead-based flow cytometry, Alexa488-MEK5 binding to MEKK3; actives lie on both sides; 0 = blocked by unlabeled MEK5, 100 = vehicle. binding response (% of control), % at 10 µM. 290,000 compounds, 1.4% hits. AID 1529, 2009;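 active = binding response more than 3 SD above or below the average of its plate-row segment, actives on both sides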;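 note: Alexa488 bead fluorescence after subtracting the streptavidin-only scavenger bead signal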
Target sequence (Q99759 whole entry, looked up): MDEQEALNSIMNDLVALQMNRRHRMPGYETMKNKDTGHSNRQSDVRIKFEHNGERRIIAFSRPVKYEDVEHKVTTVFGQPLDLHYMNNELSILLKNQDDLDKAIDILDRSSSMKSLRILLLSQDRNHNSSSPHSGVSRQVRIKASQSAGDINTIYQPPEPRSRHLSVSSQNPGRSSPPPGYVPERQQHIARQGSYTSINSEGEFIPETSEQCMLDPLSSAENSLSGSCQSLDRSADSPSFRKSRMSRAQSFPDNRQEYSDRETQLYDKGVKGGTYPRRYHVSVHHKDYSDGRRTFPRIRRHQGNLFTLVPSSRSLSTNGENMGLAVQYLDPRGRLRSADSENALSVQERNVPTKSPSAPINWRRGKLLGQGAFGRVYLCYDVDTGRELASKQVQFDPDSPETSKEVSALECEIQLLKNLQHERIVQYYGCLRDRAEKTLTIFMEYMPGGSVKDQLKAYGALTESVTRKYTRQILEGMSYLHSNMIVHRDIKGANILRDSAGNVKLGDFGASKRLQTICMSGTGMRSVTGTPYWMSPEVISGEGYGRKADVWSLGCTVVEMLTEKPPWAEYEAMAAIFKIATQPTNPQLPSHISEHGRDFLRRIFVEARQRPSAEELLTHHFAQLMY
MEKK2mut PB1 HTS: MEK5 binding signal on mutant MEKK2 PB1, primary screen, biochemical, multiplex bead flow cytometry, Alexa488-MEK5 | 290,000 compounds, 0.35% hits | Alexa488-MEK5 binding to MEKK2 mutant | percent response, % at 10 µM; in the data active = percent response above about 24%, passing the limit was not always enough; note: inactives centre near 1; some results filed as inactive read as strong as hits
HCV NS3 hel inh: inhibitors of HCV NS3 helicase, primary screen, biochemical, Cy5 molecular beacon fluorescence; Hepatitis C virus NS3 helicase; NS3 helicase DNA unwinding; inhibition, % at 10.9 µM; 290,000 compounds, 0.56% hits; AID 1800, 2009;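 active = inhibition above the mean of all tested compounds plus 3 SD, set per campaign, cut at about 35% in these data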;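 note: 0% = DMSO wells and 100% = thioflavine S control wells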
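System: HCV NS3 helicase fragment; control set: DMSO and thioflavine S; technique: Cy5 fluorescence at 0 and 60 min, beacon hairpin quenching; reagent: beacon DNA duplex substrate plus ATP; replicates: singlicate; schedule: 1 h reaction at 25 °C, ATP-initiated; medium: MOPS buffer pH 6.5 with MgCl2, DTT, Tween20, BSA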
* hit, by the source's call; x = not tested or not shown.

SMILES	MEKK2 WT-MEK5	SUMO HTRF inh	CRFBP-R2 agonist	CRFBP-R2 block	GalR3 antagonist	DNA FID counter	MEKK3 PB1 HTS	MEKK2mut PB1 HTS	HCV NS3 hel inh
CN1CC(=O)N2C(c3ccc(Cl)cc3)c3[nH]c4ccccc4c3C[C@H]2C1=O (stereo partly drawn)	101	-15	3.2	-25	-11	-18	103	2	-6
CCCCOC(=O)N1CCOCCOCCOCC1	106	10	1.9	7	-4	-4	108	11	2
CCn1cc(C(=O)NCCc2ccccc2)c(=O)c2cc(S(=O)(=O)N(C)C)ccc21	118	3	-0.8	-10	-8	-12	114	18	-7
NNC(=O)c1sc2cc(C(F)(F)F)cnc2c1-c1ccccn1	101	7	-0.6	-5	-1	-7	101	4	-4
CC(C)c1cc[n+](-c2nc([O-])sc2C=O)cc1	102	16	4.3	17	2	2	101	-2	4
COc1ccc(NC(=O)c2sc3nc(-c4cccnc4)ccc3c2N)cc1OC	102	43	0.5	7	-3	-31	102	4	-5
COc1ccc(NC(=O)COC(=O)CCc2ccccc2)c(OC)c1	108	-23	0.7	1	-5	-25	103	5	-1
COc1ccccc1CNC(=O)c1cc(C(C)C)nc2ccccc12	100	6	-0.1	5	-8	-28	101	-1	1
Cc1ccc(C(O)P(=O)(OC(C)C)c2ccc(N(C)C)cc2)cc1 (stereo not drawn)	105	20	2.3	-5	-4	-30	105	0	-12
COc1nnc(-c2ccc(C(=O)N3C[C@@H]4C[C@H](C3)c3cccc(=O)n3C4)cc2)c2ccccc12	105	9	-0.9	21	-6	-18	99	4	0
CN1C(=O)C(CC(=O)Nc2ccc(F)cc2)N(Cc2ccco2)C1=S (stereo not drawn)	94	19	1.0	-9	1	0	90	-3	-1
Cc1cc(-n2c(C)cc(C(=O)CN3C(=O)NC4(CCCCC4)C3=O)c2C)no1	102	8	-1.7	-34	2	-24	105	3	-5
CCN1CCN(C(=O)c2c(-c3c(Cl)cccc3Cl)noc2C)CC1	94	-10	0.8	0	-9	-5	98	0	18
O=C(NCCCc1ccccc1)c1cc(COc2ccc(F)cc2Cl)on1	104	-8	3.6	11	-4	-17	104	6	-9
CCC1CCCCN1CCCNC(=O)c1cn(CC)c2ccc(S(=O)(=O)N3CCc4ccccc4C3)cc2c1=O (stereo not drawn)	104	13	-0.3	0	-2	49*	84	-5	-60
O=C(COC(=O)Cc1ccccc1F)Nc1cccc(F)c1	99	2	-7.9	-8	-7	0	101	0	-3
COc1ccc(C2C3=C(CC(C)(C)CC3=O)Oc3ncn(CCO)c(=N)c32)cc1OC (stereo not drawn)	100	-1	-2.4	-2	-3	-12	94	2	-2
Cc1cc(C(=O)NC2CCCN(Cc3ccccc3F)C2)n[nH]1 (stereo not drawn)	110	-10	0.0	10	2	-5	104	5	2
Cc1ccc(C)c(NC2=CC(=O)CC(C)(C)C2)c1C#N	107	5	-1.3	4	-4	-3	109	4	1
CSc1c(C#N)c(N)nc2sc(C(=O)c3ccccc3)c(N)c12	99	27	2.6	9	-2	2	97	-2	-3
O=C(CSc1nc2ccc(Cl)cc2[nH]1)N1CCN(C(=O)c2ccco2)CC1	96	0	-0.6	-15	-6	-8	99	3	21
CCn1cc(C(=O)N(C)c2ccccc2F)c2cc(OC)c(OC)cc2c1=O	102	-13	-2.2	7	-5	-36	102	2	21
COc1ccc(NC2CCCN(C(=O)c3cccnc3)C2)cc1 (stereo not drawn)	92	-6	-1.0	-7	-7	0	95	-11	1
COC(=O)[C@@H]1CC[C@H](C)[C@@H](c2ccc(C)cc2)N1C(=O)c1ccc(/C=N/OC[C@@H](O)[C@H]2O[C@@H]3OC(C)(C)O[C@@H]3[C@H]2O)cc1	98	-7	x	x	x	-54	104	-4	-12
COc1ccc(NC(=S)N(CCCN2CCOCC2)C(C)c2cc3cccc(OC)c3o2)cc1 (stereo not drawn)	69	0	-0.3	14	-1	-1	70	-16	-6
O=C(CCS(=O)(=O)Cc1ccccc1)Nc1nnc(C(F)(F)F)s1	95	14	0.0	0	-4	-10	101	-1	9
COc1ccc2c(c1OC)C(=O)c1ccccc1C2=O	104	21	x	x	x	1	101	4	11
COc1cccc(NC(=O)Cn2nnc(C(=O)Nc3cc(Cl)ccc3OC)c2N)c1	93	35	-1.0	14	-3	-4	101	1	11
Cc1onc(-c2ccccc2)c1C(=O)N1CCN(Cc2ccc3c(c2)OCO3)CC1	91	16	0.1	8	-4	2	98	-10	-6
CCOC(=O)c1c(C)[nH]c(C)c1C(=O)COC(=O)c1ccc(Cl)c(S(N)(=O)=O)c1	91	-1	-1.0	-6	0	-11	95	-6	3

Full records, looked up by structure. Screens in order: MEKK2 WT-MEK5 | SUMO HTRF inh | CRFBP-R2 agonist | CRFBP-R2 block | GalR3 antagonist | DNA FID counter | MEKK3 PB1 HTS | MEKK2mut PB1 HTS | HCV NS3 hel inh
COc1cccc(NC(=O)Cn2nnc(C(=O)Nc3cc(Cl)ccc3OC)c2N)c1 is listed with 93 | 35 | -1.0 | 14 | -3 | -4 | 101 | 1 | 11
Cc1ccc(C)c(NC2=CC(=O)CC(C)(C)C2)c1C#N is listed with 107 | 5 | -1.3 | 4 | -4 | -3 | 109 | 4 | 1

More structures
SMILES	MEKK2 WT-MEK5	SUMO HTRF inh	CRFBP-R2 agonist	CRFBP-R2 block	GalR3 antagonist	DNA FID counter	MEKK3 PB1 HTS	MEKK2mut PB1 HTS	HCV NS3 hel inh
C[n+]1ccn(CC(=O)c2ccc(Cl)cc2)c1	102	12	-4.9	24	-3	15	98	2	-2
COc1ccccc1C(c1nnnn1C(C)(C)C)N1CCCCCC1 (stereo not drawn)	95	-12	-0.6	20	-4	-3	98	0	-13
COc1ccc(CC(=O)Nc2nc3ccc(F)cc3s2)cc1S(=O)(=O)N1CCOCC1	99	6	7.7	26	-6	-7	100	4	-4
COc1ccc(-n2ccnc(SCC(=O)NC3CCCCC3)c2=O)cc1	102	13	4.2	1	x	-26	100	1	-2
Cc1cc2ccccn2c1C(=O)c1cccc([N+](=O)[O-])c1	99	-4	-3.8	9	-5	6	102	-2	5
Cc1cccc(C(=O)NCCNC(=O)c2ccccn2)c1	89	12	-2.4	-2	-8	-11	92	-9	21
COc1ccc2cc(C(=O)C3CCCN(C(=O)c4cc(=O)n(C)c(=O)n4C)C3)ccc2c1 (stereo not drawn)	88	17	0.7	-7	-3	-25	102	-6	-8
C=CCNc1nnc(Sc2ncccc2[N+](=O)[O-])s1	102	-5	-0.7	-22	-6	-6	115	-1	1
COc1cccc(CC2(CO)CCN(Cc3cnc(-c4cccc(C)c4)nc3)CC2)c1	98	10	-1.6	-12	-10	2	99	-8	-26
N#Cc1cn(-c2cccc(C(F)(F)F)c2)c(=O)[nH]c1=O	99	22	0.3	-4	-7	-12	99	3	19
CC1(C)CC(=O)C2=C(C1)Nc1ccccc1NC2c1ccc(F)c(F)c1 (stereo not drawn)	112	13	-0.9	-4	-10	-17	109	13	-2
FC(F)(F)c1cc(Cl)c2nc(-c3ccccc3)cn2c1	108	14	0.6	-20	1	-4	101	-4	0
O=C(COC(=O)CNS(=O)(=O)c1ccccc1)Nc1ccc(Cl)cn1	103	3	-1.3	10	-4	-12	103	6	6
CC(C)c1cc(CN2CCOCC2)cc(C(C)C)c1O	104	3	1.2	-13	-6	-4	104	-1	-17
OC1(C(F)(F)F)CC(O)(C(F)(F)F)n2nc(-c3ccccc3)cc2N1 (stereo not drawn)	103	-11	0.5	-22	-7	-8	105	9	-7
COC(=O)C1CC23C=CCN4CCC5(c6ccccc6NC15C2C)C43 (stereo not drawn)	100	12	-0.1	0	-7	-7	94	1	-54
Cc1cc(OC(F)F)ccc1NC(=S)NC1CCCC1	107	14	-1.1	22	-5	-11	102	2	1
CCc1cc(=O)oc2cc3oc(C)c(C)c3cc12	104	11	-1.0	14	-5	-8	102	0	5
CCOC(=O)CNC(=O)CSc1nc2ncc(Br)cc2[nH]1	103	-8	0.0	-16	7	0	103	4	-2
Cc1cc(N2C(=O)C(O)=C(C(=O)c3cc4ccccc4o3)C2c2cccc(Cl)c2)no1 (stereo not drawn)	96	x	2.0	8	-8	0	105	7	19
CNC(=S)N/N=C/c1c(Cl)cccc1Cl	95	-2	-0.1	-13	-3	-11	92	-1	4
C=CCNC(=S)N/N=C/c1ccc(C(F)(F)F)cc1	96	-13	-2.8	-6	-4	-7	101	-1	6
O=C(CCCCCNC(=O)N1CCn2c1nc1ccccc12)N[C@H](Cc1ccccc1)C(=O)O	106	11	-0.2	-9	1	-36	104	7	6
O=c1[nH]c2cc3c(cc2cc1CN(CC1CCCO1)S(=O)(=O)c1ccccc1)OCCO3 (stereo not drawn)	108	3	-0.2	12	-6	-2	105	1	-6
O=C(CSc1nc2ccccc2nc1SCC(=O)N1CCOCC1)N1CCOCC1	110	-7	0.6	1	0	-17	106	8	4
CSCC[C@H](NC(=O)CCNC(C)=O)c1nc2ccccc2[nH]1	105	-8	2.9	29	-1	-3	104	5	5
Cc1ccccc1NC(=O)CC1SC(=O)N(c2ccccc2)C1=O (stereo not drawn)	99	-14	-1.3	-10	-4	-9	104	0	8
C=CCOc1cccc(CNn2nnnc2N)c1	92	-11	0.0	5	-3	1	94	-7	1
COc1ccc(-c2cc(C(=O)OCC(=O)NC(C)C)c3ccccc3n2)cc1	98	16	-0.1	-8	-6	-6	97	-6	-4
Cn1c(=O)c2[nH]c(SCc3ccccn3)nc2n(C)c1=S	61	15	x	x	-7	-15	59	11	21
O=c1c(Cc2ccc(F)cc2)c(O)ccn1Cc1ccco1	101	44	-0.2	3	-6	-1	106	1	2
CCO[C@H]1OC(C(=O)N2CCOCC2)=C[C@@H](c2ccccc2)[C@@H]1CCCO	104	8	-0.5	13	-4	-15	86	-2	4
Cc1ccc2nc(-c3ccc(O)cc3)c(Nc3ccc4c(c3)OCCO4)n2c1	107	11	-2.0	23	x	7	108	5	-19
O=S(=O)(Cc1ccccc1)c1cnc2ccccc2n1	104	22	-0.6	-7	1	0	103	7	-3
O=C(Cn1c(=O)n(Cc2ccco2)c(=O)c2c3c(sc21)CCCCC3)Nc1ccccc1	108	23	-0.6	-61	-5	-36	107	3	14
O=C(NCCN1CCN(Cc2ccccc2)CC1)c1cc2c(=O)[nH]c3ccccc3c2s1	127	11	-0.3	-11	-8	14	110	16	-17
COc1cc2nc(C3CC3)n(NC(=O)c3ccc(F)cc3)c(=O)c2cc1OC	92	5	-0.5	-9	-5	-3	85	-7	-2
C/C(=N\NC(=O)c1nnn(-c2nonc2N)c1C(C)C)c1ccncc1	109	2	-0.6	-4	-9	-21	102	8	-1

The list is partial, so the mix of outcomes need not match the whole.
